TbHK1 inh: blocks Trypanosoma brucei hexokinase 1 activity; recombinant TbHK1, G6PDH-coupled NADH A340; inhibition, % at 10 µM; 220,000 compounds, 0.11% hits; AID 1430;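 active = inhibition of 50% or more in the single-dose primary screen; inactive = inhibition below 50%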
p97 ATPase inh: human p97 ATPase inhibition. P55072. recombinant p97 ATPase, Kinase-Glo ATP luminescence, 3 h. inhibition, % at 8 µM. 220,000 compounds, 0.42% hits; in the data active = inhibition above about 15%;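 also: 0% = DMSO vehicle and 100% = wells lacking enzyme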
Runt-SMMHC FRET: inhibitors of human RUNX1 Runt domain binding to CBFb-SMMHC | Q01196+Q13951 | Cerulean-Runt/Venus-CBFb-SMMHC FRET ratio 530/480, 1 h | inhibition, % at 20 µM | 220,000 compounds, 0.74% hits;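 active = mean inhibition across duplicate retests at 20 µM reaching about 50%, limit read from the data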;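 also: 0% = DMSO wells and 100% = wells with excess untagged CBFb-SMMHC; inhibitors lower the FRET ratio by blocking Runt binding to CBFb-SMMHC; some results filed as inactive read as strong as hits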
Target sequence (Q01196 whole entry, looked up, the tested form may be a part): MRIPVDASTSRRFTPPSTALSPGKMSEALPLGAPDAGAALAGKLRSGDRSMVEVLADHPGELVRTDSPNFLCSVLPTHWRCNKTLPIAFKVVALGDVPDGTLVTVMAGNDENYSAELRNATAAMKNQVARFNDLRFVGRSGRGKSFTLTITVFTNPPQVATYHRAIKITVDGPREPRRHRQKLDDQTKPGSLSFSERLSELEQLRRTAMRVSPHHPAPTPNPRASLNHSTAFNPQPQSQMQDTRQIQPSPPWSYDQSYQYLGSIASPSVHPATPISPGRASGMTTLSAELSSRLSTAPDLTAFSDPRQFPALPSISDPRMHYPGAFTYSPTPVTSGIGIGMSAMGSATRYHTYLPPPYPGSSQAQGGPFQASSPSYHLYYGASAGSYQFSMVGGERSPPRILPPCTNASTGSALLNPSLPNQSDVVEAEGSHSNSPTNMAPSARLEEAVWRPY
Target sequence (Q13951 whole entry, looked up, the tested form may be a part): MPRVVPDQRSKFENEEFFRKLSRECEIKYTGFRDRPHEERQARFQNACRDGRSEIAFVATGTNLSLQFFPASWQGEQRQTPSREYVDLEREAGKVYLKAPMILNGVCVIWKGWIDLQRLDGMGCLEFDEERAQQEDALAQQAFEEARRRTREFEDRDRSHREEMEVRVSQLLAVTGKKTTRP
RBBP9 inhibitor: human RBBP9 hydrolase inhibition; O75884; recombinant RBBP9, FP-Rh probe fluorescence polarization; inhibition, % at 7.94 µM; 220,000 compounds, 0.2% hits;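 active = inhibition above the campaign mean of all tested compounds plus 3 SD, cut at about 14% in these data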;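 also: plate controls were DMSO wells with RBBP9 for no effect and wells lacking RBBP9 protein for full effect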
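System: RBBP9 protein | Quantity: 2.5 µM RBBP9 dispensing solution, before mixing | Reagent: FP-Rh probe, 375 nM dispensing solution | Timing: Enzyme-compound preincubation 30 min, then probe labeling 45 min, 25 °C | Measured by: Fluorescence polarization | Read-out: % inhibition | Replication: One well per compound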
Runt-CBFb FRET: inhibitors of human RUNX1 Runt domain binding to CBFb; Cerulean-Runt/Venus-CBFb FRET ratio 530/480, 1 h; 220,000 compounds, 0.46% hits; inhibition, % at 20 µM; AID 1496;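 active = inhibition over about 50% at 20 µM in the single-dose screen, limit read from the data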;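 also: 0% = DMSO wells and 100% = excess unlabeled CBFb competitor control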
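Assay system: Cerulean-tagged RUNX1 Runt domain (FRET donor) fusion protein / Amount: 100 nM each of Venus-CBFb and Cerulean-Runt domain / Medium: Tris buffer pH 7.5 with salts and BSA / Also added: Venus-CBFb 100 nM / Schedule: 1 h complex formation plus 1 h compound treatment, room temperature / Signal: FRET fluorescence / Read-out: loss of energy transfer signal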
EBV gp42 inh: EBV gp42 inhibition | Q1HVG2 | Fluorescence polarization binding assay, mP read-out | inhibition, % (tested at 21.74 µM) | 220,000 compounds, 0.42% hits; in the data active = inhibition above about 50%
Furin inh: inhibitors of human furin | P09958 | purified furin, fluorogenic substrate cleavage | inhibition, % at 30 µM | 220,000 compounds, 0.061% hits | AID 463115; in the data active = inhibition above about 25%; also: inactives centre near -15
m-calpain inh: inhibitors of pig calpain II | purified calpain II, fluorogenic peptide substrate, 30 min | inhibition, % at 16 µM | 220,000 compounds, 0.37% hits | AID 1236;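 active = inhibition above about 50%, limit read from the data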
p47phox inh: inhibitors of human p47phox binding. p47phox/p22phox peptide binding, fluorescence polarization, 2 h. 220,000 compounds, 0.53% hits. inhibition, % at 24.7 µM;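 active = inhibition above about 30%, limit read from the data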;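 also: 0% = p47phox with labelled peptide and 100% = labelled peptide alone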
* hit, by the source's call; [ ] = dose if it differs, or a comment.

SMILES	TbHK1 inh	p97 ATPase inh	Runt-SMMHC FRET	RBBP9 inhibitor	Runt-CBFb FRET	EBV gp42 inh	Furin inh	m-calpain inh	p47phox inh
COc1ccc(NS(=O)(=O)c2ccc(S(=O)(=O)N3CCOCC3)cc2)cc1	0	4	-1	-1	2	-12	-12	-14	-2
COC(=O)c1ccccc1COn1c(=O)c(C)[n+]([O-])c2ccccc21	-7	4	2	-6	5	-14	-25[20 µM]	-51	-17
CCOc1ccc(OCCN2CCCCC2)cc1	6	5	0	-7	0	3	-34	-4	2
O=c1[nH][nH]c(-c2ccccc2)c1C=Nc1ccccc1	-17	4	2	2	-1	-11	-1	6	4
CN(Cc1ccon1)Cc1cn(C)nc1-c1ccc2c(c1)OCCO2	-1	3	6	0	0	13	-8	14	10
C=CCNC(=O)c1ccccc1NC(=O)Nc1ccccc1	1	2	5	1	-2	-11	-26[20 µM]	-18	-9
OC(COc1ccc2ccccc2c1)CN1CCCC1 (stereo not given)	4	5	0	-6	-1	-9	-12	-6	-9
CC(=O)NC(N1CCCCC1)C(F)(F)C(F)(F)C(F)(F)C(F)F (stereo not given)	0	2	-2	-6	-2	-19	-11	2	-6
CC(C)(C)c1ccc(NC(=O)Nc2ccc3ccccc3n2)cc1	-14	0	2	-5	-2	-12	-26	0	-4
CCCc1nc(SCC(=O)NNC(=O)C2CCCCC2)c2ccccc2n1	-2	2	-1	-6	5	-10	-22[20 µM]	16	16
CC(=O)c1c(C)[nH]c(C(=O)COC(=O)CN(C)S(=O)(=O)c2ccc(Cl)cc2)c1C	-1	-6	-2	0	-3	-21	-8[20 µM]	-22	-5
COc1ccccc1-c1nc2ccccc2nc1-c1ccccc1OC	4	-5	0	-11	0	14	-4	10	-5
Cc1cc(NC(=O)Cn2cnc3c(cnn3C(C)(C)C)c2=O)no1	-1	2	-3	-9	-3	9	-13[20 µM]	-5	-4
O=C1Cc2ccccc2C(=O)N1CCc1ccccc1	-1	3	-8	-11	1	-4	-27	24	-10
O=C(O)C1C2C=CC3(CN(Cc4ccco4)C(=O)C13)O2 (stereo not given)	-5	-4	2	-8	30	-14	-29	12	-7

Some of the entries so far, with two lines to a compound:
Below each SMILES: TbHK1 inh | p97 ATPase inh | Runt-SMMHC FRET | RBBP9 inhibitor | Runt-CBFb FRET | EBV gp42 inh | Furin inh | m-calpain inh | p47phox inh
O=c1[nH][nH]c(-c2ccccc2)c1C=Nc1ccccc1
    -17 | 4 | 2 | 2 | -1 | -11 | -1 | 6 | 4
CN(Cc1ccon1)Cc1cn(C)nc1-c1ccc2c(c1)OCCO2
    -1 | 3 | 6 | 0 | 0 | 13 | -8 | 14 | 10
C=CCNC(=O)c1ccccc1NC(=O)Nc1ccccc1
    1 | 2 | 5 | 1 | -2 | -11 | -26[20 µM] | -18 | -9
OC(COc1ccc2ccccc2c1)CN1CCCC1 (stereo not given)
    4 | 5 | 0 | -6 | -1 | -9 | -12 | -6 | -9
CC(=O)NC(N1CCCCC1)C(F)(F)C(F)(F)C(F)(F)C(F)F (stereo not given)
    0 | 2 | -2 | -6 | -2 | -19 | -11 | 2 | -6
CC(C)(C)c1ccc(NC(=O)Nc2ccc3ccccc3n2)cc1
    -14 | 0 | 2 | -5 | -2 | -12 | -26 | 0 | -4
CCCc1nc(SCC(=O)NNC(=O)C2CCCCC2)c2ccccc2n1
    -2 | 2 | -1 | -6 | 5 | -10 | -22[20 µM] | 16 | 16
CC(=O)c1c(C)[nH]c(C(=O)COC(=O)CN(C)S(=O)(=O)c2ccc(Cl)cc2)c1C
    -1 | -6 | -2 | 0 | -3 | -21 | -8[20 µM] | -22 | -5
COc1ccccc1-c1nc2ccccc2nc1-c1ccccc1OC
    4 | -5 | 0 | -11 | 0 | 14 | -4 | 10 | -5
Cc1cc(NC(=O)Cn2cnc3c(cnn3C(C)(C)C)c2=O)no1
    -1 | 2 | -3 | -9 | -3 | 9 | -13[20 µM] | -5 | -4
O=C1Cc2ccccc2C(=O)N1CCc1ccccc1
    -1 | 3 | -8 | -11 | 1 | -4 | -27 | 24 | -10
O=C(O)C1C2C=CC3(CN(Cc4ccco4)C(=O)C13)O2 (stereo not given)
    -5 | -4 | 2 | -8 | 30 | -14 | -29 | 12 | -7

The list continues:
SMILES	TbHK1 inh	p97 ATPase inh	Runt-SMMHC FRET	RBBP9 inhibitor	Runt-CBFb FRET	EBV gp42 inh	Furin inh	m-calpain inh	p47phox inh
COc1ccc2cc3cc(C(=O)Nc4cc(OC)c(OC)c(OC)c4)oc3nc2c1	-42	-3	-31	2	-13	-18	-11[20 µM]	-204	-4
CCC(C)Cn1c(S(=O)(=O)O)nc2ccccc21 (stereo not given)	1	2	-6	4	-2	-11	-22[20 µM]	-23	-14
CC(C)Cn1ccc(=O)n(CC(C)C)c1=O	0	3	4	7	1	-17	-22	13	4
C/C(=N/NC(=O)c1cc(C2CC2)[nH]n1)c1cccs1	-27	-7	-2	-11	2	-1	2[20 µM]	0	-10
CC1(C)N=C(c2cccs2)C(C)(C)N1O	-2	2	1	-6	-2	-21	-20[20 µM]	-14	-5
O=C(Nc1nc(-c2ccc3c(c2)OCO3)cs1)C1COc2ccccc2O1 (stereo not given)	-1	7	-2	-12	3	-3	-20	8	-8
COC(=O)c1[nH]c2cc(OC)ccc2c1NC(=O)CN1CCOCC1	-16	7	-4	0	3	-2	-19[20 µM]	0	-5
CCCCCCn1cnc2c(c1=O)c1nc3ccccc3nc1n2Cc1cccs1	4	0	6	2	-1	-8	-19	-131	-15
NC(=O)c1cccc(S(=O)(=O)N2CC(c3ccccc3)CC2=O)c1 (stereo not given)	2	-2	-2	-4	2	-20	-19	10	-4

Two of these compounds in a different format:
TbHK1 inh	p97 ATPase inh	Runt-SMMHC FRET	RBBP9 inhibitor	Runt-CBFb FRET	EBV gp42 inh	Furin inh	m-calpain inh	p47phox inh	Molecule
0	3	4	7	1	-17	-22	13	4	CC(C)Cn1ccc(=O)n(CC(C)C)c1=O
-27	-7	-2	-11	2	-1	2[20 µM]	0	-10	C/C(=N/NC(=O)c1cc(C2CC2)[nH]n1)c1cccs1

Some values from the entries so far.
Under p47phox inh, CCC(C)Cn1c(S(=O)(=O)O)nc2ccccc21 (stereo not given) has the entry -14
Under m-calpain inh, CC1(C)N=C(c2cccs2)C(C)(C)N1O has the entry -14
